# Screens: PubChem, Sanford-Burnham Center for Chemical Genomics
# SENP6 inh: blocks the human protease SENP6; Recombinant SENP6 catalytic domain, aminoluciferin luminescence; 1.8% of 330,000 active; AID 2599; inhibition, % at 10 µM;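 active = inhibition above about 50% at the single tested dose, limit read from the data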;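 note: plate controls were DMSO wells with enzyme for no effect and DMSO wells lacking enzyme for full effect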
# PfG6PD inh: PfG6PD (Plasmodium falciparum) enzyme inhibition. inhibition, % at 20 µM. PfGluPho enzyme, NADPH resazurin-diaphorase fluorescence. 0.78% of 350,000 active;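 active = inhibition reaching at least a set limit at 20 µM in the primary screen, cut at about 59% in these data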;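 note: 0% = DMSO wells with substrate and 100% = DMSO wells lacking glucose-6-phosphate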
# SENP8 block-1: blocks human SENP8 cleavage of Nedd8 substrate; inhibition, % at 20 µM; Q96LD8; 0.64% of 360,000 active; AID 602440; recombinant SENP8, Nedd8 substrate fluorescence; in the data active = inhibition mostly above about 40%, no sharp cut-off; inactive = mostly below about 27%
# SENP8 block-2: SENP8 protease inhibition; Q96LD8; purified SENP8, Z-RLRGG-aminoluciferin cleavage, luminescence; inhibition, % at 10 µM; 1.2% of 330,000 active; AID 2540; in the data active = inhibition above about 50%
# Apaf1 inhib: blocks human Apaf-1 apoptosome activity | O14727 | reconstituted apoptosome caspase-3 activity, DEVD-Rh110 fluorescence | inhibition, % at 20 µM | 0.71% of 330,000 active | AID 489030; active = inhibition of at least 40% at 20 µM;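 note: plate controls were DMSO wells for no effect and DEVD-CHO caspase inhibitor wells for full effect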
# Target sequence (O14727 whole entry, looked up): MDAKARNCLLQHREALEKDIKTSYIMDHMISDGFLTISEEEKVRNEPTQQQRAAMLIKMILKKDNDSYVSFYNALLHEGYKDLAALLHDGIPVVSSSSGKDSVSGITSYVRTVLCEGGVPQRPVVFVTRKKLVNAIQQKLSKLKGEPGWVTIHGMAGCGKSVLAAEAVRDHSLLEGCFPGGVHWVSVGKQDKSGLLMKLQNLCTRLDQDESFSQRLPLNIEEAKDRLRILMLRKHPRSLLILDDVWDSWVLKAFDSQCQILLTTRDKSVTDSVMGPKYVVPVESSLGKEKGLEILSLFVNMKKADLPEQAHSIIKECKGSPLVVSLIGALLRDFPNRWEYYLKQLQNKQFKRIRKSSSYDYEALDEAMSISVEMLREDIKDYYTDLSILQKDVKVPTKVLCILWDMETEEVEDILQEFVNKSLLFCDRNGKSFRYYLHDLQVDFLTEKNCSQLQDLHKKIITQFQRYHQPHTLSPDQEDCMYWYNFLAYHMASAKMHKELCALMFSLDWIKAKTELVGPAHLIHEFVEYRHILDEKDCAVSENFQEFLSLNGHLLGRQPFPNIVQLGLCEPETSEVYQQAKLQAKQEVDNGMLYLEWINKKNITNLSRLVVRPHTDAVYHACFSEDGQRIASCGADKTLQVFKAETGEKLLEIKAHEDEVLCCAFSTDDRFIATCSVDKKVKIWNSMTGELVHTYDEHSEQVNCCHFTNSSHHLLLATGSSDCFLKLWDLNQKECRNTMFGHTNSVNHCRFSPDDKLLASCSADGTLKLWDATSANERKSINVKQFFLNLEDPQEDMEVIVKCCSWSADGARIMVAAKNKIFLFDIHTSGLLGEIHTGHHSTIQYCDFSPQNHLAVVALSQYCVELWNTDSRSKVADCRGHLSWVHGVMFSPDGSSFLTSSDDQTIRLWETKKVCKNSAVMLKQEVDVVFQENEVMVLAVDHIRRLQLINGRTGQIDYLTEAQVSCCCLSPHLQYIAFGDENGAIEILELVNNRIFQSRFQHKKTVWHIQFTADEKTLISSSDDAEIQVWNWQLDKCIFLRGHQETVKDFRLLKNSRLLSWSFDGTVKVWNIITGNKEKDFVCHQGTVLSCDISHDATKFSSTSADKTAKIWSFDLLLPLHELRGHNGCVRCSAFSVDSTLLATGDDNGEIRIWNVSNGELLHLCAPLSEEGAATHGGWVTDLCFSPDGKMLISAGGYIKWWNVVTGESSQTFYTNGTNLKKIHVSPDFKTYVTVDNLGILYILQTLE
#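 System: reconstituted apoptosome with Apaf-1, cytochrome c, caspase-9, procaspase-3, dATP; Signal: Rh110 fluorescence intensity; Schedule: 30 min compound preincubation, 50 min activation, room temperature; Reagent: cytochrome c trigger plus (Z-DEVD)2-Rh110 caspase-3 substrate.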
# SENP7 inh: inhibitors of human SENP7 protease; Q9BQF6; 1.5% of 330,000 active; recombinant SENP7, Z-RLRGG-aminoluciferin luminescence, 40 min; inhibition, % at 5 µM; AID 434973;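 active = inhibition above about 50% at the single test dose, limit read from the data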;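 note: plate controls were DMSO with enzyme for no effect and no enzyme buffer wells for full effect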
# HKDC1 inh: blocks human hexokinase HKDC1 activity | 0.16% of 340,000 active | Q2TB90 | recombinant HKDC1, G6PDH/diaphorase resazurin coupled fluorescence | AID 493160 | inhibition, % at 20 µM;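 active = inhibition above about 35% when tested at 20 µM, limit read from the data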;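 note: plate controls were DMSO wells with enzyme for no effect and DMSO wells lacking enzyme for full effect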
#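 System: Recombinant HKDC1 hexokinase | Amount: HKDC1 at 5 µg/mL | Reagent: Glucose with 1 mM ATP | Doses: Single 20 µM dose | Incubation: Reaction time 90 min, room temperature, protected from light | Signal: Coupled resazurin fluorescence, excitation 525 nm, emission 613 nm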
# SENP1 FRET inh: inhibitors of human SENP1 SUMO protease catalytic domain. Q9P0U3. recombinant SENP1 catalytic domain, CyPet-SUMO1-YPet FRET cleavage. inhibition, % at 10 µM. 0.21% of 360,000 active. AID 624204;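 active = inhibition at least 30% at 10 µM, raw YFP signal under a set limit, fluorescence ratio 0.5 to 1.5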;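 note: 0% = enzyme with DMSO and 100% = no enzyme wells; some results filed as inactive read as strong as hits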
#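 Test system: human SENP1 catalytic domain; medium: Tris pH 8 buffer plus EDTA, NaCl, BME, BSA, NP40, catalase; incubation: 50 min reaction at room temperature; technique: FRET, CFP and YFP emission; controls: no-enzyme low control and enzyme-plus-DMSO high control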
# Starred values were filed as active, the others as inactive; nt = not tested or not shown.
# The first 5 entries (preview)
# Below each compound – SENP6 inh, PfG6PD inh, SENP8 block-1, SENP8 block-2, Apaf1 inhib, SENP7 inh, HKDC1 inh, SENP1 FRET inh
Cc1cc(/C=C2/SC(=S)N(c3cccc(Cl)c3)C2=O)c(C)n1-c1cccnc1
    5, 9, 30, 4, 31, 5, 0, -21
CCN(CCO)C(=O)c1ccc2nc(Cc3cccc(Cl)c3)oc2c1
    4, 0, 18, -18, 6, 13, -6, 1
CC(NC(=O)c1cc(F)c(F)cc1Cl)c1ccncc1 (configuration not stated)
    -3, -9, 4, -3, -8, 2, -7, -1
Cc1ccc(-c2nc(=S)c3c(n2Cc2ccco2)CC(C)(C)OC3)cc1
    -1, 13, 5, -5, -4, -8, 5, -5
CC(=O)NCCCc1nc2ccccc2n1Cc1cc(C)ccc1C
    -5, -6, 18, -9, -6, 2, -3, 1

# This part in full (from the top)
# Below each compound – SENP6 inh, PfG6PD inh, SENP8 block-1, SENP8 block-2, Apaf1 inhib, SENP7 inh, HKDC1 inh, SENP1 FRET inh
Cc1cc(/C=C2/SC(=S)N(c3cccc(Cl)c3)C2=O)c(C)n1-c1cccnc1
    5, 9, 30, 4, 31, 5, 0, -21
CCN(CCO)C(=O)c1ccc2nc(Cc3cccc(Cl)c3)oc2c1
    4, 0, 18, -18, 6, 13, -6, 1
CC(NC(=O)c1cc(F)c(F)cc1Cl)c1ccncc1 (configuration not stated)
    -3, -9, 4, -3, -8, 2, -7, -1
Cc1ccc(-c2nc(=S)c3c(n2Cc2ccco2)CC(C)(C)OC3)cc1
    -1, 13, 5, -5, -4, -8, 5, -5
CC(=O)NCCCc1nc2ccccc2n1Cc1cc(C)ccc1C
    -5, -6, 18, -9, -6, 2, -3, 1
Cc1ccccc1CS(=O)(=O)c1ncc(Cl)c(C(=O)Nc2ccc(F)cc2)n1
    -1, 19, -6, 7, 3, -6, 4, 1
Cn1c(N)c(C(=O)COC(=O)COc2ccc(Cl)cc2)c(=O)n(C)c1=O
    -2, 7, 2, -2, 2, 4, 0, 1
O=C(CCSc1ccccc1Cl)Nc1cccc([N+](=O)[O-])c1
    0, 28, 10, -8, -3, 0, 17, 1
O=c1oc2ccccc2n1CSc1nc2ccccc2s1
    -1, 22, 15, -16, 17, -14, 0, 1
Cn1c(=O)c2ccccc2n2c(=S)[nH]nc12
    -23, 10, -4, 9, -3, 7, 2, 0
COc1ccc(NC(=O)N(Cc2cc3cc(C)ccc3[nH]c2=O)CC2CCCO2)cc1 (configuration not stated)
    -6, -6, 4, -4, -1, 1, 2, 3
CCCCCCCCNc1nc(Cl)nc(NCc2ccco2)n1
    -20, 1, 6, -9, -6, -2, -13, 1
CCc1c(O)nc(SC2CC(=O)N(c3ccccc3)C2=O)[nH]c1=O (configuration not stated)
    -21, -21, 18, -8, -4, -8, -7, 2
Cc1ccc(O)c(CNc2cccc(C)n2)c1
    -2, -4, 6, -4, -9, -2, -1, 2
CCC(=O)Oc1ccc(C(=O)Nc2cccc(C(=O)c3ccccc3)c2)cc1
    0, -3, 16, 8, 15, 0, -2, 2
CCOc1ccc(N(C(=O)c2ccc(S(=O)(=O)N3CCCC3)cc2)C2C=CS(=O)(=O)C2)cc1 (configuration not stated)
    2, -6, -2, -2, -8, -12, -6, -1
COc1cc(CO)ccc1OCc1ccc(Cl)nc1
    -16, 17, 21, 11, -13, 4, 2, 1
Cc1onc(-c2ccccc2)c1C(=O)Nc1nc2c(s1)CCCC2
    -14, -7, -13, -9, 13, -1, 0, 0
COc1cc(C(=O)NCCC(=O)NCCN2CCCCCC2)cc(OC)c1OC
    -3, -8, 29, 1, -6, 5, -11, -12
CC(C)(NC(=O)c1cc(Cl)c2ccccc2c1O)C(=O)O
    27, -12, -264, 4, 12, 4, 14, 0
CCOC(=O)[C@H]1[C@H]2COc3ccc(C)cc3[C@@H]2N2C(=O)[C@@H](C)NC(=O)[C@@]12C
    2, -1, 17, 5, -11, -5, 0, 0
CC(C)c1ccccc1NC(=O)Cn1c(/C=C/c2ccccc2)nc2ccccc21
    -3, -15, nt, 2, -8, 7, -7, nt
CN(C)C(=O)CSc1nnc2sc3ccccc3n12
    -3, 9, 15, -7, -1, 4, -5, 2
O=C(NCc1ccco1)c1ccc(COc2ccccc2[N+](=O)[O-])o1
    -20, -11, 3, -1, -9, -5, 4, 1
CN1/C(=C\C(=O)c2ccccc2Cl)c2ccccc2CC1(C)C
    9, -4, 5, 3, 7, 1, -4, 1
CC(=O)Nc1ccc(S(=O)(=O)Nc2ccc3c(c2)OCCO3)cc1Cl
    -1, -13, 20, 10, -15, 3, -4, 1
COc1cc(-c2nc(-c3ccc4c(c3)-c3ccccc3S4(=O)=O)c(-c3ccccc3)[nH]2)cc(OC)c1O
    4, 10, -181, -9, 19, 1, 2, -2
CCCOC(=O)C1=C(C)NC2=C(C(=O)CCC2)C1c1cc(OC)ccc1OC (configuration not stated)
    -5, -2, -309, 0, -7, 2, 2, -34
O=C(CCc1nnc(CCc2ccccc2)o1)NC(c1cccnc1)C(F)(F)F (configuration not stated)
    -12, -14, 26, -1, -18, 2, -5, -1
O=C(Nc1ccc(OCC(=O)N2CCOCC2)cc1)c1cncc(Br)c1
    -4, -1, 15, 3, -18, 2, 2, 1
CCn1c2ccccc2c2cc(NC(=O)CSc3nnc(-c4ccccc4)o3)ccc21
    -10, -12, 10, -10, 9, -12, -9, 2
CC1CCCC(NC(=O)C2CC(=O)N(Cc3ccccc3)C2)C1C (configuration not stated)
    -13, 0, 5, -6, 32, 14, -1, 0
COC(=O)c1scc(C)c1NC(=O)c1ccc(Cl)cc1
    -16, -1, 8, -6, 1, -2, -5, 1
Cc1nn(CSc2c(F)c(F)c(F)c(F)c2F)c(C)c1[N+](=O)[O-]
    -4, 1, 17, -9, -35, 11, -6, 2
COc1ccc(S(=O)(=O)Nc2ccc(S(=O)(=O)N3CCOCC3)cc2)cc1C
    11, -18, 18, -4, 2, 8, -6, 3
Cc1ncc([N+](=O)[O-])n1Cc1ccc(Cl)cc1
    -9, -16, 29, 0, -29, 6, -2, 2
CC(=O)NS(=O)(=O)c1ccc(NC(=O)c2ccc(-n3nc(C)cc3C)cc2)cc1
    22, 2, 12, -1, -1, 6, 9, -1
COc1cc(C(=O)OC(C)C(=O)N2CCc3ccccc3C2)ccc1OCC(=O)N1CCOCC1 (configuration not stated)
    -5, -1, 14, -8, -5, -2, -4, 0
CSc1nc2c(cc1C#N)C(=O)CC(C)(C)C2
    -4, -9, 22, 0, -2, -6, -5, 1
COc1ccc2[nH]c3c(c2c1)CCN1C(=O)N([C@@H](C)C(=O)NCCc2ccc(OC)c(OC)c2)C(=O)[C@]31C
    -5, 4, 6, 1, 1, -4, -2, -11
O=C(Nc1nnc(C2CC2)s1)c1n[nH]c(=O)c2ccccc12
    -34, -4, 2, -7, -1, -10, -3, 1
CC(c1cccnc1)N(C(=O)Nc1ccccc1)C1CCCCC1 (configuration not stated)
    -12, -5, 21, 1, 4, -8, -3, 1
Cc1ccc(Cn2c(C3CCCN3c3nc(C)cs3)nc3cc(C(=O)NCCCO)ccc32)cc1 (configuration not stated)
    3, -2, -2, 1, -6, -3, -6, -3
CCCCOc1ccc(Nc2nc(C)cc(C)c2C#N)cc1
    -52, -12, -56, -4, 8, -8, 3, -34
O=C(N/N=C/c1ccc(O)c(O)c1)c1cc(-c2ccccc2)nc2ccccc12
    -6, -3, 28, -5, 12, 2, 0, 2
O=C(CSc1nc(C2CCCCC2)nc2ccccc12)NCc1ccco1
    1, 1, 2, -1, 11, 0, -5, -1
COc1ccc(CCNC(=O)CCC(=O)N2CCN(S(=O)(=O)c3ccc(Cl)cc3)CC2)cc1OC
    -17, -23, 44*, 2, 4, -5, 3, 1
O=C(COC(=O)C1CC(=O)N(Cc2ccco2)C1)c1ccc(OC(=O)c2ccccc2)cc1 (configuration not stated)
    -30, 17, 21, -14, 25, -17, 0, 0
Cc1cc2c(ncn2C)c(NS(=O)(=O)c2ccc(F)cc2)c1C
    -8, 18, 10, -3, -2, -5, -14, 2
COc1cc(S(=O)(=O)NC2CCCC2)c(OC)cc1Cl
    -14, -10, 7, 0, -5, 9, -8, -1

# Next section
# Below each compound – SENP6 inh, PfG6PD inh, SENP8 block-1, SENP8 block-2, Apaf1 inhib, SENP7 inh, HKDC1 inh, SENP1 FRET inh
CCOc1ccc(C2(C)CC(=O)N(C)C2=O)cc1 (configuration not stated)
    0, 12, 3, -7, -17, -4, -7, 0
CC1CN(C(=O)CSc2nc(-c3ccc(F)cc3)cs2)CC(C)O1 (configuration not stated)
    10, 12, 29, -3, -1, 2, -8, 2
COc1cccc(C(=O)Oc2ccc3ccc(=O)oc3c2)c1
    -10, -6, -338, -21, 1, -17, 4, -95
COC(=O)c1ccc(NC(=O)c2cn(-c3cccc(C)n3)cn2)cc1
    nt, -7, -15, nt, nt, nt, -4, -5
COc1ccc(CNC(=O)C2CCN(C(=O)c3ccc(-c4ccccc4)cc3)CC2)cc1
    7, -3, 12, -5, 20, -4, -6, 0
COc1ccc(NC(=O)CN(c2ccc(C)cc2)S(=O)(=O)c2c(C)nn(C)c2C)cc1
    -8, -5, 9, -12, 0, 9, -7, 1
CN1CCCN(Cc2nc(-c3cccc(C(F)(F)F)c3)no2)CC1
    -3, -4, 21, 4, 1, 10, 2, 0
Cc1ccc2c(=O)cc(C(=O)NCCc3ccc(S(N)(=O)=O)cc3)oc2c1C
    9, 14, 13, 6, -1, 1, 10, 0
O=C(c1cccs1)N1CCN(c2cccc(Cl)c2)CC1
    -1, -12, 6, 0, -1, 0, -5, -1
NNC(=O)c1cnn(Cc2ccccc2)c1N
    -8, 6, 21, -7, -1, -4, -10, 1
Cc1cc(Cl)ccc1C(=O)C1CCCN(C(=O)CCn2cncn2)C1 (configuration not stated)
    -10, 4, 10, -7, 8, -11, -9, 2
Cc1cccc(C(=O)N2N=C(c3ccc(NS(C)(=O)=O)cc3)CC2c2cccs2)c1 (configuration not stated)
    0, 9, 13, 4, -4, 3, -1, 2
O=C1C(Cl)=C(NCC2CCCO2)C(=O)N1Cc1ccccc1 (configuration not stated)
    9, 9, -22, 1, 2, -4, -11, 2
O=C(Nc1ccccc1Cl)C1CCN(Cc2cnn(-c3ccccc3)c2-n2cccc2)CC1
    6, -3, 17, 5, 18, 10, 1, -8
O=C1NC2(c3ccccc3)NC(=O)NC2(c2ccccc2)N1 (configuration not stated)
    nt, 9, 5, nt, nt, nt, -3, 2
COc1ccc(/C=N/Nc2ccccn2)cc1OC
    -17, 4, 4, -17, -1, -5, -2, 2
COc1cccc(CNC(=O)CN(c2cc(C)cc(C)c2)S(=O)(=O)c2c(C)noc2C)c1
    8, 5, 6, -1, 14, 15, 3, 0
COC(=O)c1ccc(C2OCC(C)(C)CO2)cc1
    -13, -9, 5, -6, 5, -3, -5, 1
COc1ccccc1NC(=O)c1ccc2c(c1)C(=O)N(Cc1ccco1)C2=O
    20, -3, -16, 0, -14, -5, -6, -6
CCN(CC)C(=O)c1ccc(-c2nnc(Nc3ccc(C(=O)N(C)C)cc3)c3ccccc23)cc1
    -4, -2, -223, 2, 10, 2, -2, 0
Cc1cc(Cl)ccc1OCC(=O)Nc1ccncc1
    -14, -16, 23, -14, 5, -14, 4, 1
COc1cc(-c2nnc(SCC(=O)c3ccc(C)cc3)o2)cc(OC)c1OC
    -18, -2, -26, -5, 1, -19, -9, 2
CN(C)/C(=N\O)c1c(Cl)cccc1Cl
    -29, 6, 2, -3, -8, 7, 0, -1
CCCn1c(=O)c2ccccc2n2c(SCCOc3ccc(C)cc3)nnc12
    1, 18, -12, -6, 2, 1, 0, -1
C=CCOc1ccccc1C1NC(=O)NC(C)=C1C(=O)NCc1ccccc1 (configuration not stated)
    3, -7, -8, -10, 3, 1, -7, -1
